KAT2A inh: GCN5L2 (KAT2A) acetyltransferase inhibition; 0.21% of 390,000 active; Potency, µM (top dose mostly 58.9 µM), for inactives: at the highest dose activity change, negative = inhibition, most hits filed as inhibitors; Q92830; GCN5L2 HAT assay, ThioGlo1 CoA-SH fluorescence
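Preincubate 20nM GCN5L2 with compound 15 min, RT → add 50uM ThioGlo1 + 75uM H3(1-25) + 70uM acetyl-CoA → read fluorescence 0 and 20 min. Primary qHTS; fluorescent artifacts likely.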
TDP1 cell noCPT: qHTS for Inhibitors of human tyrosyl-DNA phosphodiesterase 1 (TDP1): qHTS in cells in absence of CPT | DT40 Tdp1-/- hTDP1 cells, no CPT, ATP luminescence, 48 h | Potency, µM (top dose mostly 46.2 µM), without a hit: at the highest dose activity change, negative = growth inhibition, usual class: inhibitors | AID 686978, 2013 | 15% of 420,000 active; also: nearly all actives have a fitted effect of over 55% in size
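Seeded 400 DT40-hTDP1 cells/well (vehicle DMSO, no 20 nM CPT); pinned compounds; ≥48 hr at 37 °C; CellTiter-Glo luminescence as viability measure.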
TDP1 inh: blocks human tyrosyl-DNA phosphodiesterase 1; AID 485290; 0.28% of 350,000 active; recombinant TDP1, AlphaScreen DNA substrate cleavage; Q9NUW8; Potency, µM (series often up to 130 µM), for the others: at the top dose activity change, negative = inhibition, most hits filed as inhibitors; also: nearly all actives have a fitted effect of over 40% in size
Target sequence (Q9NUW8 whole entry, looked up): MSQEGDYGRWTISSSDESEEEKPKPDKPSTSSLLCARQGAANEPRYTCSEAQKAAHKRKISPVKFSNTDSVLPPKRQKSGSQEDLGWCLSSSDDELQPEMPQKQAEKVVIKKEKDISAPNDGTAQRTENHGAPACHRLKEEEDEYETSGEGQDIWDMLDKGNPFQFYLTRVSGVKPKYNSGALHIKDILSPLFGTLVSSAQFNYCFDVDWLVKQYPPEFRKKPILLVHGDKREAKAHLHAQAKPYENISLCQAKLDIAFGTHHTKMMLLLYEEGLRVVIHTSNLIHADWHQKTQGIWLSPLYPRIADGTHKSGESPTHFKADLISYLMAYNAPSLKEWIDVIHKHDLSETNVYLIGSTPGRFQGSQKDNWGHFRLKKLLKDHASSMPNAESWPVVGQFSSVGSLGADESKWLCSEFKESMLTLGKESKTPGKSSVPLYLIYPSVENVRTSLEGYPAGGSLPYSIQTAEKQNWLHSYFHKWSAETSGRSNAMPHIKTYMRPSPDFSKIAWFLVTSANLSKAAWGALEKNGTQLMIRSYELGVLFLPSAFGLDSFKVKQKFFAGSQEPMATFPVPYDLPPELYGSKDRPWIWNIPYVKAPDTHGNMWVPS
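AlphaScreen read-out: signal falls as enzyme removes the 3' tyrosine-FITC from a 5'-biotinylated DNA oligo (15 nM, 5 min, RT). Enzyme was E. coli-made recombinant Tdp1 at 1 nM, exposed to compound for 15 min beforehand; beads 10 ug/ml, 10 min.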
An asterisk follows results filed as active; ? = inconclusive; · = not tested or not shown; [ ] = dose if it differs, or a comment. Calls follow the shape of the dose curve; as a rule, active = well fitted curve in the direction sought with a large enough effect; inconclusive = small, poorly fitted or top-dose-only effect, or another doubt; inactive = no such curve, though single readings can be large; an effect the other way counts as inactive or inconclusive. % is scaled to controls: 0 for no effect and ±100 for the full control effect; potency is read from the fitted curve at half-maximal effect.

Values run as follows: TDP1 cell noCPT, TDP1 inh, KAT2A inh
> CC(C)c1nnc(NC(=O)C2CCCN2C(=O)Nc2cccc(Cl)c2)s1 (centres undefined)
→ -7%, 0%, -2%
> CCOC(=O)N1CCc2c(sc3c2c(=O)n(Cc2ccccc2)c(=O)n3CC(=O)Nc2c(C)cccc2C)C1
→ ?, -1%, -8%
> CCOc1ccc(/C=N/NC2=NCCCCC2)cc1
→ -12%, 0%, -6%
> Cc1c(Cl)cccc1NC(=S)Nc1ccc(S(=O)(=O)Nc2ncccn2)cc1
→ -13%, 0%, -1%
> O=C(CCCn1c(=S)[nH]c2cc3c(cc2c1=O)OCO3)N1CCN(c2ncccn2)CC1
→ ?, 4%, 2%
> CN(CC(=O)Nc1ccc(Cl)c(C(F)(F)F)c1)C(=O)CCCNC(=O)c1ccc(Cl)cc1
→ 15µM*, 0%, -8%
> O=C(Nc1cc2c(cc1C(=O)O)OCCCO2)c1ccc(F)cc1F
→ -9%, ·, -1%
> NC(=O)c1ccc(=O)n(Cc2ccc(Cl)cc2Cl)c1
→ -28%, ·, -3%
> C#CCOC(=O)C1C2C=CC(C2)C1C(=O)O (centres undefined)
→ 2%, 7%, -1%
> Cc1cccc(C)c1NC(=O)Cn1nnc(-c2ccc(N3CCOCC3)cc2)n1
→ -2%, 5%, -3%
> COCc1cc(C)nc(SCC(=O)Oc2ccccc2)c1C#N
→ -5%, -6%, -12%
> Cc1ccc(/C=C2\SC(=S)N(C3CCS(=O)(=O)C3)C2=O)cc1 (centres undefined)
→ 15µM*, 0%, -4%
> CCOc1ccccc1NC(=O)CSc1nc(-c2cccs2)cc(C(F)(F)F)n1
→ -28%, -3%, -4%
> CCOc1ccccc1NC(=O)N1CCC(C(=O)c2ccc(F)cc2)CC1
→ ?, 0%, -5%
> CNS(=O)(=O)c1ccc2nc(NC(=O)c3ccc(N4C(=O)CCC4=O)cc3)sc2c1
→ 21µM*, 10%, ?

Compound profiles, as listed above. Order of values: TDP1 cell noCPT, TDP1 inh, KAT2A inh
`CNS(=O)(=O)c1ccc2nc(NC(=O)c3ccc(N4C(=O)CCC4=O)cc3)sc2c1` is listed with 21µM*, 10%, ?
`O=C(CCCn1c(=S)[nH]c2cc3c(cc2c1=O)OCO3)N1CCN(c2ncccn2)CC1` is listed with ?, 4%, 2%
`Cc1c(Cl)cccc1NC(=S)Nc1ccc(S(=O)(=O)Nc2ncccn2)cc1` is listed with -13%, 0%, -1%
`CCOc1ccccc1NC(=O)CSc1nc(-c2cccs2)cc(C(F)(F)F)n1` is listed with -28%, -3%, -4%
`CCOc1ccc(/C=N/NC2=NCCCCC2)cc1` is listed with -12%, 0%, -6%

Gathered by group, the compounds so far containing a COOH group.
Values run as follows: TDP1 cell noCPT, TDP1 inh, KAT2A inh
> O=C(Nc1cc2c(cc1C(=O)O)OCCCO2)c1ccc(F)cc1F
→ -9%, ·, -1%
> C#CCOC(=O)C1C2C=CC(C2)C1C(=O)O (centres undefined)
→ 2%, 7%, -1%

New compounds follow
Values run as follows: TDP1 cell noCPT, TDP1 inh, KAT2A inh
> CC(OC(=O)c1cccc(-n2cnnn2)c1)C(=O)Nc1ccc(N(C)C)cc1 (centres undefined)
→ -1%, -6%, -11%
> NC(=O)c1cccc(CC(=O)c2ccccc2)c1
→ -7%, ·, 1%
> Cc1ccc(C(=O)CN(C(=O)c2ccc(Cl)c(Cl)c2)N2C(=O)C3CCCCC3C2=O)cc1C (centres undefined)
→ -22%, 4%, 0%
> CCN(CC)S(=O)(=O)c1ccc(Cl)c(C(=O)NC2CCN(Cc3ccccc3)CC2)c1
→ 13µM*, ·, ?
> CC(=O)Nc1sc(N/N=C\c2ccco2)nc1-c1cccs1
→ ?, 9%, -14%
> Cc1ccc(C(=O)C(C)OC(=O)CNS(=O)(=O)c2ccc(C)cc2)cc1 (centres undefined)
→ 22%, -1%, 2%
> O=C(Nc1ccc(Cl)cn1)c1cccnc1
→ ?, -1%, -2%
> Cc1cccc(NC(=O)CSc2nc(=O)n(CCCN3CCOCC3)c3c2CCCC3)c1
→ -2%, ·, -1%
> CCCc1ccccc1OCCNC(C)=O
→ 18µM*, -1%, -21%
> COc1ccccc1NC(=O)CN1C(=O)c2ccccc2Sc2ccc(C(=O)N3CCCC3)cc21
→ -30%, 3%, -3%
> C1=CCC(CN2CCNCC2)CC1 (centres undefined)
→ -3%, 1%, -16%
> O=C(NC(Cc1ccccc1)C(=O)Oc1ccc2c(C(F)(F)F)cc(=O)oc2c1)OCc1ccccc1 (centres undefined)
→ -23%, 0%, ?
> O=C(NCc1ccccc1)c1ccc(CS(=O)(=O)c2ccccc2)o1
→ 16µM*, 2%, 2%
> CCc1nnc(NC(=O)CSc2nnc(-c3c[nH]c4ccccc34)n2CCOC)s1
→ -11%, 2%, -4%
> O=C(Nc1ccc(Oc2cccc3ccccc23)cc1)c1ccco1
→ ?, 5%, -11%
> C/C(=N/Nc1ccc(C)cc1)C1(C)N(O)C(C)(C)C(c2ccco2)=[N+]1[O-] (centres undefined)
→ 1%, 5%, -11%
> COc1ccc(/C=N/NC(=O)CNC(=O)C2COc3ccccc3O2)cc1OC (centres undefined)
→ -27%, 0%, -21%
> C=CCc1cc(OC)c(O)c(C(=O)NCCO)c1
→ -22%, 6%, -3%
> CCOc1ccc(NC(=O)c2c(NC(=O)CNCCN3CCOCC3)sc3c2CCC3)cc1
→ 15µM*, 9%, -13%
> O=c1cc(-c2ccc(F)cc2)nc(SCc2nc(-c3cccc(C(F)(F)F)c3)no2)[nH]1
→ -11%, -3%, -3%
> CC/C(=N\NC(=O)c1ccc(N2CCCC2=O)cc1)c1ccccc1
→ 5%, ·, -6%
> CCOc1ccc(C(=O)NC(=S)Nc2ccc(N3CCCCC3)cc2)cc1[N+](=O)[O-]
→ ?, 8%, -5%
> CCCC(=O)c1cc2ccccc2oc1=O
→ -2%, -1%, -4%
> Cc1nc2ccc([N+](=O)[O-])cc2c(=O)n1Cc1cccc(F)c1
→ ?, ·, -4%
> O=C(CN1C(=O)/C(=C2/SC(=S)N(CCS(=O)(=O)O)C2=O)c2ccccc21)Nc1cccc(Br)c1
→ -18%, ·, ?
> CC(NC(=O)OCc1ccccc1)C(=O)N1CC(O)CC1C(=O)O (centres undefined)
→ 2%, 5%, ?
> CCC1(c2ccccc2)NC(=O)N(CC(=O)N(CC(=O)Nc2ccccc2C(F)(F)F)Cc2ccco2)C1=O (centres undefined)
→ -13%, 2%, -11%
> CC(NC(=S)Nc1cccc(C(F)(F)F)c1)C(C)(C)C (centres undefined)
→ 16µM*, -5%, -7%
> COc1ccc(-c2[nH]ncc2CN(Cc2nccn2C)C(C)C)c(F)c1
→ -7%, -6%, 6%
> CC(NC(=O)/C=C/c1ccc(Br)cc1)c1ccccc1 (centres undefined)
→ ?, -1%, -2%
> CCN1CCN(C(=O)c2ccc(OC)c(S(=O)(=O)Nc3ccc(C)cc3)c2)CC1
→ 6%, 0%, 2%
> COc1cccc(-n2c(=O)c3sccc3n(CC(=O)NC3CCCC3)c2=O)c1
→ -1%, 12%, 3%
> COc1ccc(CC(=O)NCCc2csc(-c3cccc(C)c3)n2)cc1
→ ?, 9%, -6%
> Cc1cccc(-c2nc3c4ccccc4n(CC(=O)Nc4cccc(F)c4)c(=O)n3n2)c1
→ ?, -3%, -10%
> COc1cccc(NC(=O)COC(=O)c2ccccc2F)c1
→ -4%, 3%, -3%
> COc1ccc(OC)c2c(C)cc(NCCN3CCOCC3)nc12
→ -13%, -4%, -5%
> CSc1nncc(/C(C)=N\Nc2cccc(C)c2)n1
→ -18%, 4%, -2%
> CC1CCc2c(sc3ncnc(SCC(=O)c4ccccc4)c23)C1 (centres undefined)
→ ?, -1%, 1%
> COC(=O)c1cccc(NCN2C(=O)c3ccccc3C2=O)c1
→ -27%, 4%, -2%
> CCc1ccc(NC(=O)C(C)n2nc(C)c([N+](=O)[O-])c2C)cc1 (centres undefined)
→ -25%, 2%, 3%
> COc1ccc(OC(=O)c2nc(SCc3ccc(F)cc3)ncc2Cl)cc1
→ -12%, 2%, -5%
> CC(C)(C)C(=O)N1CCN(c2ccnc3cc(Cl)ccc23)CC1
→ ?, 1%, -19%
> CC(=O)c1ccc(NC(=O)C2CCN(S(=O)(=O)c3cccc4cccnc34)CC2)cc1
→ 0%, 5%, 3%
> CCOC(=O)/C(=C\c1ccc([N+](=O)[O-])cc1)C(=O)c1cc(C(C)=O)c(Nc2ccccc2)s1
→ 0.73µM*, 6%, -7%
> COc1cc(Cl)cc(C(c2c(C(=O)O)[nH]c3ccccc23)c2c(C(=O)O)[nH]c3ccccc23)c1O
→ 5%, ·, -13%
> FC(F)(F)c1cc(-c2cccs2)nc2cc(-c3cccs3)nn12
→ -25%, ·, -9%
> CCc1cccc(CC)c1NC(=O)COc1ccccc1C(=O)c1cc(C#N)c(=O)n(C2CCCCC2)c1
→ 16µM*, 1%, -8%
> COc1ccccc1-c1noc(-c2ccc(NCc3cccnc3)c([N+](=O)[O-])c2)n1
→ ?, 6%, -4%
> NC(=O)c1ccsc1NC(=O)COC(=O)/C=C/c1ccccc1
→ 18µM*, -10%[0.505 µM], -4%
> Cc1ccc(C)c(S(=O)(=O)NC2CCS(=O)(=O)C2)c1 (centres undefined)
→ -10%, 0%, -2%
> O=C(NN=Cc1c(F)c(F)c(F)c(F)c1F)c1ccc(NS(=O)(=O)c2cccs2)cc1
→ ?, 1%, -4%
> CN(C)c1ncc([N+](=O)[O-])cc1C(F)(F)F
→ -29%, 1%, -1%
> Cc1ccccc1C(=O)N1CCC(C(=O)NC2CCCCCC2)CC1
→ -21%, ·, 1%
> Fc1ccc(-c2ccnc3nc(-n4cccc4)nn23)cc1
→ 7%, -3%, -6%
> O=C(c1ccc(Br)cc1)N1CCC(C(=O)N2CCN(c3ccccc3)CC2)CC1
→ ?, 7%, -20%
> Cc1ccc(S(=O)(=O)NCc2ccc3c(c2)cc(C)n3C)cc1
→ ?, 7%, -4%
> CC(C)N(Cc1ccccc1)C(=O)CN1C(=O)NC2(CCCc3ccccc32)C1=O (centres undefined)
→ -8%, 4%, -4%
> O=C(CCCNS(=O)(=O)c1cccs1)N1CCN(c2cccc(Cl)c2)CC1
→ ?, 2%, -3%
> CCn1nnnc1SCC(=O)Nc1nnc(C(C)C)s1
→ ?, -1%, 3%
> O=C1OC(N2CCN(C/C=C/c3ccccc3)CC2)c2ccccc21 (centres undefined)
→ -16%, 2%, 0%

Next section:
Values run as follows: TDP1 cell noCPT, TDP1 inh, KAT2A inh
> Cc1ccc(C)c(NC(=O)CSc2nnc(Cc3cccn3C)n2-c2ccc(F)cc2)c1
→ -11%, 8%, 1%
> CCOC(=O)c1cc(-c2ccccc2)n(CC(=O)NC2CCC(C)CC2)c1C (centres undefined)
→ 12µM*, -3%, -5%
> Cc1ccc(C2=NCN(c3ccc(C(=O)O)cc3)C(=S)N2)cc1
→ ·, 3%, 0%
> CON/C=C(\C=Nc1ccc(Cl)cc1)c1ncc(C(F)(F)F)cc1Cl
→ -26%, -6%, -1%
> Cc1c(NC(=O)COC(=O)c2c3c(nc4ccccc24)CCCC3)c(=O)n(-c2ccccc2)n1C
→ ?, 3%, -4%
> CCc1ccc2oc(C(=O)Nc3c(C)n(C)n(-c4ccccc4)c3=O)cc(=O)c2c1
→ -17%, 5%, -9%
> COc1ccc(/C=C\c2onc(C)c2S(=O)(=O)N2CCC(C(=O)Nc3ccc(Cl)cc3)CC2)cc1
→ ?, 2%, 0%
> O=C(Nc1ccccc1C(F)(F)F)Nc1c[nH]c(=O)[nH]c1=O
→ -4%, 3%, -3%
> CCOc1ccccc1CNc1ncnc2onc(-c3ccc(F)cc3)c12
→ 23µM*, 2%, -1%
> COc1ccc(Oc2ncc3nc(-c4ccc(OC)cc4)c(=O)n(C)c3n2)cc1
→ -15%, ·, -3%
> CCOC(=O)CN(C(=O)CSc1nnc(CNc2ccc(F)cc2)n1C)c1ccccc1
→ -10%, 0%, -2%
> Cc1ccc(C(=O)N2C(=O)c3cccc(N)c3C2=O)o1
→ -3%, 5%, -7%
> O=c1[nH]c(CN2CCN(Cc3ccccc3)CC2)nc2scc(-c3ccccc3)c12
→ ?, -3%, -14%
> Cc1ccc(/C=N/NC(=O)c2cccs2)o1
→ -2%, 3%, 3%
> CN1C(=O)C(C)(C)c2cc(S(=O)(=O)NCc3ccc(Cl)cc3)ccc21
→ -25%, ·, -10%
> CCOc1cc(N2CCOCC2)c(OCC)cc1NC(=O)CC12CC3CC(CC(C3)C1)C2
→ 18µM*, -7%, -4%
> N=c1c2c(n(Cc3cccc(Cl)c3)c3c1CCC3)CCCC2
→ 1.8µM*, 1%, -2%
> O=C(O)CCCn1cc(NC(=O)c2c(F)cccc2F)cn1
→ 5%, 6%, -2%
> O=C(Nc1ccc(S(=O)(=O)N2CCCCC2c2cccnc2)cc1)c1ccc(Br)cc1 (centres undefined)
→ 9.2µM*, 9%, 2%
> O=C(Nc1nc(-c2ccccc2)cs1)c1cccc([N+](=O)[O-])c1C(=O)O
→ -1%, 4%, -1%

These rows are one share of the data; the hit share may differ from the screen's.
